Bioassay records: PubChem BioAssay, several laboratories
MEP2-GFP yeast – modulators of TOR pathway MEP2-GFP in S. cerevisiae; S. cerevisiae MEP2-GFP strain, flow cytometry GFP, 3 h; 100% = DMSO control level; GFP response vs DMSO, % at 10 µM; hit rate 0.51% among 330,000; AID 2016;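 active means GFP response versus DMSO above a set limit, roughly screen mean plus 3 SD, cut at about 180% in these data; inconclusive means fewer than 70 cells counted for a yeast strain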;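 further: median GFP fluorescence of the barcode-gated MEP2-GFP cells per well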
GRK2 aptamer HTS – blocks RNA aptamer binding to human GRK2; P25098; bead flow cytometry, FAM-aptamer displacement from GRK2; inhibition of aptamer binding, % at 10 µM; hit rate 0.59% among 330,000;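 active means inhibition of aptamer binding above 40%, roughly 3 SD of noise, on plates passing a quality check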;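 further: median bead fluorescence of bound FAM aptamer so fluorescent compounds give negative values; no value below 0 was filed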
Target sequence (P25098 whole entry, looked up): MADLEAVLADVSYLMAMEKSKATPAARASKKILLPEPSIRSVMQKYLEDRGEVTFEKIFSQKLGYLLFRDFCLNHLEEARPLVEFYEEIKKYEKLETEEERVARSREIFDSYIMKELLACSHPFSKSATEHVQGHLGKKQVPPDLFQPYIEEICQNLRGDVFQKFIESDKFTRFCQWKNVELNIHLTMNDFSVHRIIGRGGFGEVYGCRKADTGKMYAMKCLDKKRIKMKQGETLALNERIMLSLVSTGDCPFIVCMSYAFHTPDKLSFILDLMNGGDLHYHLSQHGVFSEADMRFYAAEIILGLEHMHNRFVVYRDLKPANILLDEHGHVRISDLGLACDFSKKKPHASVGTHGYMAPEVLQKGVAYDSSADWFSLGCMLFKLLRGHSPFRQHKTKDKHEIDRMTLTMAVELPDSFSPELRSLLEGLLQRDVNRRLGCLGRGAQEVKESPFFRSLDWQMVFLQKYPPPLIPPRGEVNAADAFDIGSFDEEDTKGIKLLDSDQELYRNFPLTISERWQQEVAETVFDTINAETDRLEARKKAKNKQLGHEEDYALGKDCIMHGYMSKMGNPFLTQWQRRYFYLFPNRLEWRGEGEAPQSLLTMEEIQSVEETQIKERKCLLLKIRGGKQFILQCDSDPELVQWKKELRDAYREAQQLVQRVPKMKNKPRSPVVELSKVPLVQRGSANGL
CIT2-GFP yeast – yeast TOR pathway CIT2-GFP modulation | S. cerevisiae CIT2-GFP strain, flow cytometry, 3 h; 100 means same as DMSO wells | GFP response vs DMSO, % at 10 µM | hit rate 0.065% among 320,000 | AID 2029;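 active means GFP response relative to DMSO above a set limit, near the screen mean plus 3 SD, cut at about 150% in these data; inconclusive means Fewer than 70 cells measured for a yeast strain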;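 further: ratio of well median GFP fluorescence to mean of DMSO wells on the plate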
RPL19A-GFP yeast – alters RPL19A-GFP fluorescence in TOR pathway yeast screen | S. cerevisiae RPL19A-GFP strain, flow cytometry, 3 h; active compounds read low | percent response vs DMSO, % at 10 µM | hit rate 0.3% among 330,000 | AID 2025;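 active means percent response vs DMSO below 50%; inconclusive means fewer than 70 events counted for the yeast strain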;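 further: median channel GFP fluorescence of the barcoded RPL19A-GFP strain; ratio of sample median GFP to plate DMSO average so 100% = DMSO; lower means less RPL19A-GFP as with rapamycin TOR inhibition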
LAP4-GFP MLPCN – modulators of TOR pathway LAP4-GFP in S. cerevisiae. S. cerevisiae LAP4-GFP multiplex, flow cytometry GFP, 3 h; median GFP as percent of DMSO wells. GFP response vs DMSO, % at 10 µM. hit rate 0.34% among 320,000. AID 2023;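 active means GFP response vs DMSO above a set limit, about the screen mean plus 3 SD, cut at about 150% in these data; inconclusive means under 70 cell events counted for the yeast strain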
GASC-1 inh – blocks human GASC-1 demethylase activity | hit rate 0.069% among 330,000 | AID 2099 | GST-JMJD2C(1-420) H3K9me3 demethylation, DELFIA europium | inhibition, % at 2.35 µM | Q9H3R0;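 active means more than half of a compound's replicate wells show inhibition beyond 50%, single wells judged on their own value; inconclusive means some, but no more than half, of replicates pass 50% inhibition; inactive means no replicate passes 50% inhibition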;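 further: signal counts dimethyl H3K9 product captured on neutravidin plate; 0% = median of DMSO wells and 100% = 0.3 times that DMSO median; strong numbers were not always called active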
Target sequence (Q9H3R0 1-420 limits assumed): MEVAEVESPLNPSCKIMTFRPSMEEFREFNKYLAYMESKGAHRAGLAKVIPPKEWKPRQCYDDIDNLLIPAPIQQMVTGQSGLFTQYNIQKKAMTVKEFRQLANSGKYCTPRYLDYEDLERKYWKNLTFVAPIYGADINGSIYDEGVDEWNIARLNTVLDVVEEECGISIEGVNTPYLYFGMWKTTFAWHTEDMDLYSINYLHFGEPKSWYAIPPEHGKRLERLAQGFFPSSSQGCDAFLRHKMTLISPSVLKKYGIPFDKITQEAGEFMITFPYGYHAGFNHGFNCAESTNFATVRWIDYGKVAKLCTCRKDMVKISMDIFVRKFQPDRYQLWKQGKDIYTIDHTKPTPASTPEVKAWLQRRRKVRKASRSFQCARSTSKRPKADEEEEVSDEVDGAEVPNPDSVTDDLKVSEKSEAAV
AGP1-GFP MLPCN – alters AGP1-GFP fluorescence in TOR pathway yeast screen; hit rate 0.02% among 320,000; GFP response vs DMSO, % at 10 µM; S. cerevisiae AGP1-GFP multiplex flow cytometry, 3 h; GFP as percent of DMSO wells;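 active means GFP response relative to DMSO above a set limit, near screen average plus 3 SD, cut at about 150% in these data; inconclusive means fewer than 70 cells counted for the yeast strain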;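 further: median GFP channel fluorescence of the gated AGP1 strain per well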
VLA-4 inh – inhibition in a human VLA-4 binding assay; P13612; VLA-4 expressing cells, ligand binding flow cytometry; inhibition, % (about 7 µM as worked out from the volumes in the protocol); hit rate 0.2% among 330,000; AID 2557; in the data active means inhibition above about 50%
Active calls of the source: *; u = inconclusive; x = not tested or not shown; [ ] = another dose, or the depositor's remark.

structure | MEP2-GFP yeast | GRK2 aptamer HTS | CIT2-GFP yeast | RPL19A-GFP yeast | LAP4-GFP MLPCN | GASC-1 inh | AGP1-GFP MLPCN | VLA-4 inh
O=C(CCCCn1c(=O)[nH]c2ccccc2c1=O)NCCC1=CCCCC1 | 102 | 2 | 103 | 92 | 101 | -4 | 92 | 15
CC(=O)Nc1ccc(OCC(O)CN2CCN(c3cc(Cl)ccc3C)CC2)cc1 (centres undefined) | 106 | 0 | x | 99 | 97 | 6 | 101 | 9
Cc1cccc(N(Cc2ccccc2)C(=O)Cc2ccc(S(=O)(=O)N3CCOCC3)s2)c1 | 107 | 1 | 98 | 100 | 104 | 1 | 105 | 0
O=C(NCC1CCCO1)c1cc(S(=O)(=O)N2CCOCC2)ccc1Cl (centres undefined) | 100 | 0 | 107 | 98 | 101 | 12 | 95 | -2
O=S(Cc1ccc(Br)cc1)Cc1nnc(SCc2ccc(Br)cc2)n1-c1ccccc1 (centres undefined) | 106 | 1 | 106 | 110 | 103 | 0 | 108 | 16
Cc1cc(C)c2nc(NC(=O)c3ccc([N+](=O)[O-])o3)sc2c1 | 97 | 2 | 93 | 100 | 81 | 2 | 88 | 15
COc1ccc(C(=O)N2CCC(C(=O)NCc3ccccn3)CC2)cc1 | 105 | 0 | 102 | 97 | 98 | 32 | 102 | 2
CC(C)=C1SC(N2CCCCC2)=NC1=O | 94 | 1 | 90 | 94 | 91 | -5 | 97 | -1
CN(C1CCCCC1)S(=O)(=O)c1ccc(NC(=O)CCC(=O)O)cc1 | 102 | 0 | 103 | 98 | 106 | 7 | 104 | 13
Cc1ccc(Cl)cc1NC(=S)N(CCCN1CCN(C)CC1)Cc1ccco1 | 97 | 1 | 105 | 99 | 102 | 8 | 106 | 24
Cc1ccc(-c2[nH]ncc2CNCCc2cnn(-c3ccccc3)c2)cc1C | 102 | 0 | 99 | 97 | 96 | 1 | 98 | 0
O=C(Nc1cccc(S(=O)(=O)N2CCOCC2)c1)c1cc2ccccc2o1 | 98 | 1 | 106 | 106 | 101 | 19 | 101 | 2
Cc1ccc(NC(=O)CSc2ncc3ccccn23)cc1 | 99 | 2 | 89 | 97 | 131 | 9 | 100 | 0
O=C(NCCCN1CCOCC1)c1ccc(S(=O)(=O)Nc2cccc(C(F)(F)F)c2)cc1 | 99 | 0 | 99 | 92 | 87 | u | 91 | -4
CSc1nsc(SCC(=O)Nc2c(C)n(C)n(-c3ccccc3)c2=O)n1 | 101 | 1 | 102 | 98 | 100 | 32 | 100 | 9
Cc1ccc2cc(CNC(C)C)c(=O)[nH]c2c1 | 98 | 0 | 98 | 94 | 94 | -3 | 95 | -3
COc1cc2c(cc1OC)-c1cc(NC3CCCCCC3)nc(=O)n1CC2 | 97 | 0 | 100 | 97 | 99 | 0 | 102 | 4
Cc1nn(-c2ccccc2)c(Cl)c1C(=O)OCC(=O)NCCc1ccccc1 | 108 | 8 | 97 | 112 | 101 | -7 | 83 | 8
NC(=O)c1cc(Cc2ccccc2)sc1NC(=O)c1ccco1 | 107 | 0 | 104 | 97 | 92 | -3 | 101 | -9
CCOC(=O)CC(=O)CSc1nc(-c2ccccc2)cc(-c2ccccc2)c1C#N | 74 | 2 | 94 | 99 | 91 | -4 | 93 | -15
Cc1cccc(NC(=O)CCC(=O)c2cccs2)n1 | 111 | 0 | 113 | 110 | 100 | 10 | 112 | -3
C=CCC[C@@H](Cc1ccc(F)cc1)C(=O)OC[C@@H](Cc1c[nH]c2ccccc12)NC(=O)[C@H](CC=C)CC(=O)NCCO | 93 | 0 | 98 | 92 | 99 | -11 | 102 | 24
CC(C)(C)c1ccc(C(=O)Nc2ccc(O)c3c(=O)cc(-c4ccccc4Cl)oc23)cc1 | 95 | 0 | 95 | 101 | 111 | -2 | 91 | -3
C=C(C)CNC(=S)Nc1cccc(S(=O)(=O)NC2=NCCC2)c1 | 105 | 0 | 109 | 99 | 105 | 15 | 113 | 11
Cc1ccc2nc(-c3ccncc3)c(NC3CCCCC3)n2c1 | 92 | 1 | 89 | 97 | 113 | -2 | 91 | 10
Cc1cc(NC(=O)c2noc3c2CCCCC3)no1 | 96 | 0 | 90 | 91 | 100 | 71 | 93 | 3
CC(Sc1nnc(C2CC2)n1C1CC1)C(=O)NC1(C#N)CCCCC1 (centres undefined) | 100 | 1 | 94 | 92 | 99 | 3 | 96 | -11
CCOC(=O)NC(O)C(=O)c1ccc(F)cc1 (centres undefined) | 98 | 0 | 100 | 103 | 91 | 4 | 96 | 15
COc1ccc(N(C(=O)c2cccnc2)S(=O)(=O)c2ccc3c4c(cccc24)C(=O)N3C)cc1 | 101 | 1 | 101 | 105 | 90 | -1 | 100 | -2
Cc1cccc(OCCCCN2CCNCC2)c1 | 94 | 0 | 91 | 101 | 100 | 1 | 95 | 3
O=C(Cc1c(Cl)cccc1Cl)N1CCN(S(=O)(=O)c2cccs2)CC1 | 99 | 1 | 96 | 94 | 101 | -10 | 100 | 39
CCOc1ccc(C(=O)C[n+]2ccc(C(=O)NCCO)cc2)cc1 | 109 | 1 | 100 | 103 | 88 | -4 | 97 | 1
CCOc1ccc(CN2CCN(Cc3[nH]c4ccccc4c3C)CC2CCO)cc1 (centres undefined) | 97 | 3 | 102 | 100 | 94 | -40 | 97 | 17
O=C(O)c1cccc2c1/C(=N/O)c1ccccc1-2 | 99 | 0 | 98 | 97 | 107 | 1 | 109 | -6
O=C(CNC(=O)[C@@H]1Cc2ccccc2CN1)NC1CCCC1 | 95 | 1 | 103 | 96 | 94 | 29 | 103 | -7
CCc1nnc(NC(=O)CCC(=O)NC2CCCc3ccccc32)s1 (centres undefined) | 93 | 2 | 91 | 96 | 89 | 15 | 94 | 0
COc1ccccc1/C=C/C(=O)OCC(=O)N1CCCCC1 | 108 | 0 | 107 | 101 | 101 | 2 | 99 | 10
S=c1[nH]nc(-c2ccncc2)n1/N=C/c1cccc(Cl)c1 | 103 | 0 | 107 | 97 | 106 | -1 | 105 | -4
Cc1ccccc1NC(=O)c1cnc2ccccn2c1=O | 103 | 5 | 110 | x | 110 | 0 | 109 | 7
Cc1nnsc1C(=O)NNS(=O)(=O)c1ccccc1 | 109 | 0 | x | 98 | 98 | 31 | 100 | 7
CCn1c(=O)c2c(nc3n2CCCN3CCc2ccc(OC)c(OC)c2)n(C)c1=O | 104 | 2 | 95 | 106 | 93 | 7 | 96 | 1
O=C(CN1CSCC1=O)N1CCN(S(=O)(=O)c2ccc(Cl)cc2)CC1 | 104 | 0 | 95 | 99 | 111 | -6 | 102 | 5
O=C(N/N=C/c1ccccc1)c1ccc(NC(=O)c2ccc(F)cc2)cc1 | 119 | 0 | 110 | 105 | 115 | -3 | 101 | 8
COc1cc(/C=N/N2CCN(c3ccccc3OC)CC2)ccc1OC(C)=O | 102 | x | 108 | 103 | 84 | -1 | 93 | 2
Cc1ccc(NC(=O)c2sc(Cl)nc2-c2ccccc2)cc1C | 107 | 0 | 104 | 104 | 106 | 8 | 106 | 20
CC1(C)Cc2cccc(OCC(=O)NCc3ccc(F)cc3)c2O1 | 104 | 0 | 110 | 103 | 109 | -1 | 106 | -11
Cc1nn(CC(=O)N2CCN(C)CC2)c(=O)c2c1sc1ccccc12 | 101 | 0 | 104 | 100 | 98 | x | 98 | 19
COc1ccc2nc(SCC(=O)NC(C)(C)C)[nH]c2c1 | 107 | 1 | 99 | 98 | 105 | -6 | 102 | 0
O=C(Nc1ccc(N2CCCC2)cc1)c1cc(Cl)ccc1Cl | 99 | 0 | 101 | 100 | 79 | 14 | 91 | 19
Cc1ccc(NS(=O)(=O)c2ccc3c(c2)NC(=O)CO3)cc1 | 105 | 0 | 116 | 107 | 86 | 2 | 105 | 0
C=CCN1C(=O)[C@@H]2Cc3c([nH]c4ccccc34)C(c3cc(OC)c(OC)c(OC)c3)N2C1=S (some centres undefined) | 108 | 0 | 109 | 105 | 88 | 9 | 101 | -38
COc1ccc(C(=O)O/N=C(/c2ccccc2)c2ccncc2)cc1 | 94 | 2 | 87 | 96 | 123 | 3 | 81 | 2
Cc1ccc(NC(=O)CN2C(=O)NC(C)(C3CC3)C2=O)c(C)c1 (centres undefined) | 94 | 1 | 86 | 89 | 87 | -2 | 91 | 1
O=C(CSc1ccc2nnc(-c3ccncc3)n2n1)Nc1ccc2c(c1)OCO2 | 99 | 1 | 94 | 102 | 96 | -5 | 99 | -3
Cc1ccc(S(=O)(=O)CC(=O)c2ccc([N+](=O)[O-])cc2)cc1 | 102 | 0 | 100 | 102 | 116 | -21 | 109 | -1
Cc1ccc(C)c(S(=O)(=O)N2CCCOC2CNC(=O)C(=O)NC2CC2)c1 (centres undefined) | 85 | 0 | 97 | 98 | 82 | -5 | 98 | 12

Additional structures
structure | MEP2-GFP yeast | GRK2 aptamer HTS | CIT2-GFP yeast | RPL19A-GFP yeast | LAP4-GFP MLPCN | GASC-1 inh | AGP1-GFP MLPCN | VLA-4 inh
COc1ccc(S(=O)(=O)N(C)c2ccc(C(=O)N3CCCCC3)cc2)cc1 | 103 | 2 | 100 | 100 | 102 | -3 | 102 | -4
COc1cccc(NC(=O)Cn2c(=O)n(-c3ccccc3)c(=O)c3oc4ccccc4c32)c1 | 109 | 0 | 107 | 105 | 95 | -2 | 108 | 9
CNC(=S)Nc1ccc([N+](=O)[O-])cc1 | 106 | 3 | 105 | 109 | 99 | 10 | 94 | -1
COc1ccc(OC)c(NC(=O)CSc2nnc(-c3ccco3)n2-c2ccc(C(=O)O)cc2)c1 | 279*[may fluoresce violet] | 0 | u | 37*[may fluoresce violet] | 95[may fluoresce violet] | -1 | u | 6
Nn1cc(-c2ccccc2)nc1SCC(=O)NCCN1C(=O)CSC1=O | 99 | 6 | 91 | 99 | 97 | 0 | 100 | 12
COc1cccc(NC(=O)CN(C)C(=O)c2cc(S(=O)(=O)N3CCCCC3)ccc2Cl)c1 | 101 | 0 | 106 | 96 | 103 | -3 | 110 | 42
O=C(O)Cn1ccnc1 | 109 | 0 | 104 | 105 | 100 | -15 | 105 | -5
COc1ccc(C(=O)Nc2ccc(Br)cn2)cc1S(=O)(=O)N1CCOCC1 | 102 | 1 | 101 | 97 | 105 | 0 | 104 | -3
CC(C)=CCN1CCN(Cc2cccc3nccnc23)CC1CCO (centres undefined) | 111 | 2 | 88 | 97 | 109 | -4 | 101 | -9
CCCn1c(O)c(N=NC(=O)CNC(=O)c2cccnc2)c2ccccc21 | 98 | 0 | 97 | 92 | 92 | 8 | 92 | 2
Cc1ccccc1-c1ccc(=O)n(CC(=O)Nc2ccc(S(=O)(=O)N(C)C)cc2)n1 | 96 | 0 | 95 | 94 | 96 | 0 | 94 | -7
O=C(NS(=O)(=O)N1CCCC1)C1=C(N2CCCC2)COC1=O | 91 | 0 | 100 | 95 | 103 | 2 | 99 | 2
CCc1ccc(Nc2nc3ccccc3c(=O)s2)cc1 | 97 | 6 | 96 | 98 | 89 | 1 | 91 | -10
O=C(Nc1cccc(-c2nc3ccccc3s2)c1)c1cccs1 | 94 | 4 | 96 | 98 | 93 | -6 | 93 | -1
CCOP(=O)(OCC)c1nc(Cc2ccccc2)oc1NCc1ccccc1 | 96 | 2 | 97 | 95 | 106 | -2 | 103 | 8
